D2 potentiator – D2 dopamine receptor (human) potentiation. 0.34% of 340,000 active. AID 485347. potentiation, % at 10 µM. HEK293 T-REx D2, calcium flux, EC20 dopamine potentiation. P14416;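 active = potentiation over 3 SD above the plate norm, cut at about 30% in these data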; also: 0% is about no effect
Target sequence (P14416 whole entry, looked up): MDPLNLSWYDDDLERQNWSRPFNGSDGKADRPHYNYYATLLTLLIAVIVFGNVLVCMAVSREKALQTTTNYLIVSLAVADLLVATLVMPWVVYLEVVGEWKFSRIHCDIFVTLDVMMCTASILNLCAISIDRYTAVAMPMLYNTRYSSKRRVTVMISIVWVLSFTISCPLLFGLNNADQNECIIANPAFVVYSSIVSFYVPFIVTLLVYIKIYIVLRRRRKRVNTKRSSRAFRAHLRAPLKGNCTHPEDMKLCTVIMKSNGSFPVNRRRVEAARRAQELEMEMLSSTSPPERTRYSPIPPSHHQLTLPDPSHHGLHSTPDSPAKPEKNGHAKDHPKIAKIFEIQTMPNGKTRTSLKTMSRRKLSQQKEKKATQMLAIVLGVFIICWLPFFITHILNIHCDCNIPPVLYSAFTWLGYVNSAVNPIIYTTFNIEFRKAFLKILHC
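Using a no-wash calcium dye in inducible, force-coupled HEK293 Trex cells expressing D2, we tracked fluorescence each second for 180 s after compound, then for 180 s after EC20 dopamine to detect augmented signalling.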
Vif-A3G inh – Vif-A3G binding inhibition; HeLa A3G-eYFP + Vif (tagged APOBEC3G with the HIV-1 protein that degrades it), YFP fluorescence, overnight; Q9HC16; Potency, µM (titrated, usually from 46.1 µM), for inactives: at the highest dose activity, negative = active, hits mostly inhibitors; 0.076% of 410,000 active;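 also: potency is read from the fitted curve at half-maximal effect; % is scaled to controls: 0 for no effect and ±100 for the full control effect; nearly all actives have a fitted effect of over 60% in size; hits raise eYFP signal because A3G escapes Vif-driven loss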
Target sequence (Q9HC16 whole entry, looked up): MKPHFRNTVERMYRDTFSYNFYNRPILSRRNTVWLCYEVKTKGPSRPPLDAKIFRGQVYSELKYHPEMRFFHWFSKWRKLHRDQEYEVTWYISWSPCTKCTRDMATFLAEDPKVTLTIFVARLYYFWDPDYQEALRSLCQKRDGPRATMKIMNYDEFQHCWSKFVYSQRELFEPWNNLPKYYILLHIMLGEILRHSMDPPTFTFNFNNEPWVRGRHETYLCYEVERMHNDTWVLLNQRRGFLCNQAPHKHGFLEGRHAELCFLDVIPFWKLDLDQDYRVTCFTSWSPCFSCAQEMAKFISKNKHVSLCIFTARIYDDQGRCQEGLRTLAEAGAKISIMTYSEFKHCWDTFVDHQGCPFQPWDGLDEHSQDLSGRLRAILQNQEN
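HeLa cells stably expressing Vif and C-terminally eYFP-tagged A3G, seeded overnight at 37 deg C, then exposed to compound by pintool overnight at 37 deg C. Rise in yellow fluorescence (Ex 488/Em 500-530, Acumen) marks blocked Vif-driven A3G degradation.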
Vif-APOBEC3F blk – Vif-A3F binding inhibition | HeLa A3F-eYFP + Vif (tagged APOBEC3F with the HIV-1 protein that degrades it), YFP fluorescence increase | Potency, µM (titrated, usually from 46.1 µM), inactives show at the top dose activity, negative = active | 0.2% of 390,000 active | AID 602313; also: potency is read from the fitted curve at half-maximal effect; % of control where 0% means no effect; nearly all actives have a fitted effect of over 65% in size
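Fluorescence increase (Ex 488/Em 500-530) after overnight compound treatment at 37 deg C flags inhibition of Vif-driven A3F-eYFP loss in stable HeLa A3F-eYFP/Vif cells seeded overnight beforehand.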
D1 PAM – human D1 dopamine receptor positive modulation; P21728; potentiation, % at 10 µM; HEK293 TREx D1 cells, calcium flux, dopamine EC20 potentiation; AID 504651; 0.036% of 360,000 active; in the data active = potentiation above about 30%; also: 0% is about no effect
RXFP1 agonist – RXFP1 (human) receptor agonism | Q9HBX9 | 0.3% of 370,000 active | Potency, µM (doses to about 57.5 µM), for inactives: at the top dose activation, usual class: activators | HEK293T-RXFP1 cAMP TR-FRET, 30 min; response scale: percent of porcine relaxin response, buffer zero; also: potency is read from the fitted curve at half-maximal effect; % is scaled to controls: 0 for no effect and ±100 for the full control effect; nearly all actives have a fitted effect of over 60% in size; many of its hits are not listed in these tables
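HEK293 cells stably expressing RXFP1, treated 30 min at 37C with compounds plus PDE4 inhibitor Ro 20174; cAMP measured by HTRF TR-FRET. Normalized to buffer and 29 nM porcine relaxin; EC50 by Hill fit.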
LDHA block – inhibitors of human lactate dehydrogenase A; P00338; purified LDHA, NADH/diaphorase-resazurin fluorescence; stronger effect = lower value; activity change, % (values are at about 110 or 230 µM); 0.15% of 480,000 active; in the data active = activity change below about -30%; inconclusive = mostly about -25% to -30%;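 also: plate controls were DMSO wells for no effect and wells without enzyme for full effect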
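LDH5 2 nM; NADH 0.06 mM, pyruvate 0.2 mM; 200 mM Tris pH 7.4, EDTA, Tween-20; 5 min RT. Detection: diaphorase 0.133 mg/mL + resazurin 37 µM, fluorescence ex540/em590 at 0 and 20 min; normalized to enzyme-free and DMSO wells.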
D1 antagonist – antagonists of human D1 dopamine receptor. HEK293 TREx D1 cells, calcium flux, dopamine EC80; stronger effect = lower value. P21728. 3.2% of 360,000 active. activity change, negative = inhibition, % at 10 µM; in the data active = activity change below about -30%; also: % is scaled to controls: 0 for no effect and ±100 for the full control effect
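After overnight tetracycline induction at 30 C, force-coupled D1 HEK293 cells took up a no-wash calcium dye at room temperature. Compounds were added and monitored 180 s, and the response to EC80 dopamine was then recorded.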
GRP78 ERSR act – inducers of ER stress response in human glioma cells; U87-MG GRP78 promoter luciferase reporter, 16 h; Potency, µM, for the others: at the top dose activation, most hits filed as activators; 0.02% of 420,000 active; AID 602332; also: potency is read from the fitted curve at half-maximal effect; series mostly up to about 76 µM; % of control where 0% means no effect; nearly all actives have a fitted effect of over 35% in size
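Stably transfected U87-MG glioma cells carrying a GRP78-based luciferase sensor; 16 h compound incubation. Luminescence end-point read 10 min after Bright-Glo addition at room temperature.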
D1 ag – activates the human D1 dopamine receptor. P21728. HEK293 T-REx D1 cells, calcium flux, agonist mode. activation, % at 2 µM. 1% of 360,000 active; in the data active = activation above about 30%; also: 0% is about no effect
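Tetracycline-induced HEK293 TREx D1 cells, force-coupled to calcium signalling, were dye-loaded with a no-wash calcium kit. Compound was pin-added after a 10 s baseline. Fluorescence was read kinetically at 1 cycle/s for 180 s, with calcium rises flagged as agonism.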
The depositor's hits bear a star; ? = inconclusive; . = no result given; & = joins results of further samples. Unless noted, calls follow the shape of the dose curve; as a rule, active = well fitted curve in the direction sought with a large enough effect; inconclusive = small, poorly fitted or top-dose-only effect, or another doubt; inactive = no such curve, though single readings can be large; an effect the other way counts as inactive or inconclusive. This is a subset, so the mix of outcomes need not match the whole.

Start of the data: the first 2 entries, ahead of the listing:
The line under a structure holds: D2 potentiator	Vif-A3G inh	Vif-APOBEC3F blk	D1 PAM	RXFP1 agonist	LDHA block	D1 antagonist	GRP78 ERSR act	D1 ag
(1) COc1ccc2c(c1)c(=O)c(C(=O)c1ccc(Cl)cc1)cn2CC(=O)Nc1ccc(F)cc1
→ -3	?	?	-6	7.5%	-13	43	-2%	0
(2) CCOc1ccc(C)cc1S(=O)(=O)NC1CCCCCC1
→ 12	3%	0%	5	-0.9%	-2	-5	-7%	4

All compounds of this part, from the first entry:
The line under a structure holds: D2 potentiator	Vif-A3G inh	Vif-APOBEC3F blk	D1 PAM	RXFP1 agonist	LDHA block	D1 antagonist	GRP78 ERSR act	D1 ag
(1) COc1ccc2c(c1)c(=O)c(C(=O)c1ccc(Cl)cc1)cn2CC(=O)Nc1ccc(F)cc1
→ -3	?	?	-6	7.5%	-13	43	-2%	0
(2) CCOc1ccc(C)cc1S(=O)(=O)NC1CCCCCC1
→ 12	3%	0%	5	-0.9%	-2	-5	-7%	4
(3) NC(=S)N/N=C/c1ccc(C23CC4CC(CC(C4)C2)C3)cc1
→ .	-1%	?	21	0.1%	-11	40	3%	1
(4) CC(C)(C)OC(=O)N(Cc1ccccc1)Cc1ccccc1OCc1ccc(NC(=O)C2CCC2)cc1
→ .	2%	4%	.	.	5	.	-1%	.
(5) Cc1ccc(C)c(N(CC(=O)NCc2ccc3c(c2)OCO3)C(=O)CCC(=O)Nc2ccccn2)c1
→ 4	-4%	1%	4	2.6%	-6	3	-7%	1
(6) CSc1ccc(/C=N/NC(=O)CN2CCN(Cc3ccc(C)cc3)CC2)cc1
→ -3	1%	-1%	-9	-3.4%	3	-12	-1%	1
(7) N#CC1=C(N)SC2(CCCCC2)SC1c1ccccc1 (centres undefined)
→ -5	0%	-12%	-6	-0.6%	-3	29	-1%	2
(8) Clc1ccccc1-c1nc(N/N=C/c2cccnc2)c2ccccc2n1
→ 10	-7%	3%	-2	0.5%	-4	-10	-6%	2
(9) CC(=O)Nc1ccccc1OCc1cc(=O)n2c3c(sc2n1)CCCC3
→ 6	-1%	-10%	-5	1.6%	7	-14	-5%	0
(10) O=C(O)CCC(=O)NCCc1cccc(Cl)c1
→ 0	2%	6%	.	1.7%	5	7	-2%	6
(11) CCCCn1nnnc1NCc1cc(OC)c(OC)cc1OC
→ 2	-4%	5%	-1	2.3%	8	4	1%	7
(12) CCSc1nnc(NC(=O)[C@H](C)NC(=O)c2ccccc2Cl)s1
→ 9	-1%	11%	-2	-1.2%	-3	-2	-3%	-3
(13) Cc1cc(C)c2[nH]c(=O)c(CN(Cc3cccnc3)C(=S)NCCCN(C)C)cc2c1
→ -8	-2%	4%	-10	0.8%	-7	14	-2%	1
(14) CCOC(=O)c1cc2c(ccn2C)n1CC(=O)N1CCC(Cc2ccccc2)CC1
→ 2	2%	-1%	-2	-0.7%	10	-10	-4%	0
(15) COc1cccc(-c2nc(CS(=O)(=O)CC(=O)Nc3ccc(F)cc3F)c(C)o2)c1
→ 4	4%	1%	-6	2.1%	-2&0	-4	-4%	4
(16) COc1ccc(C)cc1NC(=O)CCC(=O)Nc1nnc(C2CCCCC2)s1
→ 1	1%	-3%	-2	0.9%	-2	9	-4%	2
(17) CCOC(=O)C1CCCN(c2c(NCCCN(C)c3ccccc3)c(=O)c2=O)C1 (centres undefined)
→ -4	3%	-5%	.	-2.6%	-1	-3	-3%	5
(18) CSCCC(NS(=O)(=O)c1cc(C(=O)O)ccc1Cl)C(=O)O (centres undefined)
→ 7	-1%	2%	0	0.3%	-16	-3	-1%	1
(19) COc1cc(NC(=O)COC(=O)/C=C/c2c(C)nn(C3CCS(=O)(=O)C3)c2Cl)cc(OC)c1OC (centres undefined)
→ -1	-6%	0%	1	-0.1%	0	-8	-1%	4
(20) CCOc1ccc(NC(=O)CCc2ccc(C)o2)cc1
→ -6	-4%	-2%	4	4.2%	-6	-23	5%	3
(21) Cc1c(CCOC(=O)c2cc([N+](=O)[O-])cc([N+](=O)[O-])c2)sc[n+]1CCCCS(=O)(=O)[O-]
→ 7	3%	5%	-3	18%	0	3	-3%	3
(22) Cc1ccc(NC(=O)c2ccc(Cl)cc2[N+](=O)[O-])nc1
→ 13	?	-7%	-3	-0.2%	-5	-16	-3%	1
(23) O=C(/C=C/c1ccco1)Oc1ccc(C(=S)N2CCOCC2)cc1
→ .	-6%	5%	-1	0.3%	-1	-9	-4%	1
(24) CCCn1c(=O)c(C(=O)NCc2ccc(OC)c(OC)c2)c(O)c2ccccc21
→ 14	-3%	.	1	4.1%	0	13	-3%	0
(25) O=S(=O)(c1ccc2ccccc2c1)N1CCCCC1
→ 7	6%	2%	-1	0.6%	0	-14	-1%	4
(26) CCOc1ccc(N2CC(C(=O)N3CCCc4ccccc43)CC2=O)cc1 (centres undefined)
→ .	6%	6%	-5	-0.6%	-2	-2	-1%	0
(27) Cc1ccc(CNC(=O)Nc2ccccc2)c(C)c1
→ 13	1%	-6%	-2	1.5%	-12	-15	4%	8
(28) COCCn1c(SCC(=O)c2ccccc2)nc2ccccc2c1=O
→ 6	-1%	-1%	-3	-0.5%	-14	3	4%	2
(29) COC(=O)c1cc(C(=O)Nc2nnc(CC(C)(C)C)s2)cc([N+](=O)[O-])c1
→ -3	3%	2%	0	1.6%	-5	7	-3%	1
(30) COc1ccc(-c2cc(C(=O)NCCc3ccccc3)c3cc(C(C)C)ccc3n2)cc1
→ 7	-6%	-5%	-2	-0.9%	-8	12	-1%	7
(31) COc1ccc(-c2nc(CSCC(=O)N3CCN(c4cccc(C)c4)C(C)C3)c(C)o2)cc1OC (centres undefined)
→ 20	1%	1%	2	2.1%	1	9	-3%	1
(32) O=C(CCN1C(=O)/C(=C/c2ccccc2Cl)SC1=S)NCCc1ccc(O)cc1
→ .	0%	2%	1	-0.5%	-2	-7	2%	14
(33) CC1CC(C)CN(C(=O)CSc2ncnc3sccc23)C1 (centres undefined)
→ -7	-7%	3%	6	0.0%	-5	3	-2%	3
(34) CCOc1ccccc1N(C(=O)c1snc(C(N)=O)c1N)C(C(=O)NC1CCCC1)c1cccs1 (centres undefined)
→ 7	-1%	1%	.	7.4%	-2	-6	-6%	7
(35) CON(C)c1nc(OCCNC(=O)COc2ccc(Cl)cc2C)nc(N(C)C)n1
→ 5	-1%	5%	-1	4.2%	-2	12	-3%	1
(36) O=C(CCc1ccccc1Cl)NC1CCCN(c2ccc(C(F)(F)F)cn2)C1 (centres undefined)
→ 18	-8%	-12%	-4	-1.2%	-3	-4	-3%	7
(37) CCC(C)[C@H](NC(=O)C1CC(=O)N(c2ccc3c(c2)OCO3)C1)C(=O)NC1CCCCC1 (some centres undefined)
→ 10	1%	0%	-5	-0.3%	4	-1	-2%	2
(38) CCNC(=S)N/N=C/c1ccc(-c2ccccc2)o1
→ 12	-16%	?	-1	-1.3%	-5	-1	3%	2
(39) CC1(C)CC(=O)C(C(c2cc([N+](=O)[O-])ccc2Cl)C2C(=O)CC(C)(C)CC2=O)C(=O)C1
→ .	?	-1%	.	.	-1	.	-1%	.
(40) O=C(Nc1ccc2c(c1)OCCO2)c1ccc(S(=O)(=O)N2CCCCC2)cc1
→ .	3%	4%	-2	2.1%	-4	-18	7%	0
(41) Cc1c(NC(=O)c2ccccc2NC(=O)COc2ccccc2)cccc1C(=O)O
→ -4	0%	3%	-4	6.1%	-13	3	-2%	1
(42) Nc1ccn([C@@H]2O[C@H](CNCc3cc(Cl)ccc3OCc3ccc(Cl)cc3)[C@@H](O)[C@H]2O)c(=O)n1
→ .	2%	-7%	.	.	0	.	-3%	.
(43) CCOc1ccc(-c2noc(CCC(=O)NC)n2)cc1OCC
→ 5	-6%	.	10	0.6%	-1	-10	0%	0
(44) COC(=O)c1ccccc1NC(=O)Cn1c(=O)oc2ccc(Cl)cc21
→ 18	-6%	2%	-3	0.6%	-1	-2	-2%	1
(45) CNc1nc(SC)nc2ccsc12
→ 3	0%	-7%	2	-0.2%	-4	-4	-5%	2
(46) Cc1ccccc1CC(=O)N1CCCc2ccccc21
→ 2	-2%	0%	1	-0.2%	3	-12	1%	6
(47) COc1ccc(C(=O)CSc2nnc(CNC(=O)c3ccc(S(=O)(=O)N(C)C)cc3)o2)cc1
→ 19	2%	-1%	2	0.8%	-8	4	-2%	2
(48) COc1cc(C2Nc3ccccc3C(=O)N2NS(C)(=O)=O)ccc1O (centres undefined)
→ -3	3%	-9%	-5	3.3%	-3	5	-4%	1
(49) Fc1ccccc1CNc1nc(-c2cccnc2)nc2ccccc12
→ 1	2%	-5%	.	-3.1%	-4	-60*	-5%	1
(50) Cc1cnc(NC(=O)CCNC(=O)c2ccccc2Cl)s1
→ -1	1%	-5%	1	1.5%	-4	-1	3%	2
(51) c1ccc2nc(-c3ccc4c(c3)OCO4)ccc2c1
→ -4	-1%	-12%	-2	5.1%	-1	13	-3%	-5
(52) CCOc1ccc(OCc2ccc(C(=O)Nc3cc(OC)c(OC)c(OC)c3)o2)cc1
→ .	-5%	2%	-4	2.4%	-5	-7	4%	2
(53) CCc1[nH]nc(C(=O)N2CCCC(N3CCN(c4ccccc4C)CC3)C2)c1C (centres undefined)
→ -6	0%	3%	10	2.5%	0	5	-4%	0
(54) CCOc1ccc2c(c1)[nH]c(=S)n2C
→ -1	-7%	1%	-4	-0.5%	-2	15	-2%	8

Screens from PubChem BioAssay.
